HTR5A ag ctr = activates human HTR5A in OPRM1-OPRD1 agonist counter-screen. activation, % at 9.3 µM. AID 504692. P47898. HTR5A agonist assay, luminescence, cell-based. actives 0.61% (n = 340,000); in the data active = activation mostly above about 9.5%, no sharp cut-off; inactive = mostly below about 7.6%;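 note: 0% = cells with vehicle only and 100% = reference agonist; strong numbers were not always called active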
Target sequence (P47898 whole entry, looked up): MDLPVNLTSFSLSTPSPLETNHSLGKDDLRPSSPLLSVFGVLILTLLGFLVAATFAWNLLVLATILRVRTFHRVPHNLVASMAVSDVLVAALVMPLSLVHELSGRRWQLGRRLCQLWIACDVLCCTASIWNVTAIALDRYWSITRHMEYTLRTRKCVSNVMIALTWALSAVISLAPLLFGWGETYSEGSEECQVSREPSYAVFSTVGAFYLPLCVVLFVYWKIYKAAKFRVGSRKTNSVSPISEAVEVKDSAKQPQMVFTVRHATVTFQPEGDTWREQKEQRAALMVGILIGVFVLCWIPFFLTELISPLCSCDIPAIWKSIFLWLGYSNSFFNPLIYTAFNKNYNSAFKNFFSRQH
V-ATPase pHluor = yeast V-ATPase proton transport regulation by pHLuorin | S. cerevisiae, pHLuorin cytosolic pH fluorescence | actives 0.37% (n = 350,000) | AID 504577 | response, % at 10 µM; in the data active = response mostly above about 7.3%, no sharp cut-off; inactive = mostly below about 5.4%; note: actives read high; inactives centre near 0; some compounds called inactive have numbers as strong as hits; reference of the scale not given here
SR-BI HDL uptake = inhibitors of mouse SR-BI mediated HDL lipid uptake. actives 0.96% (n = 320,000). ldlA[mSR-BI] CHO cells, DiI-HDL uptake fluorescence, 3 h. inhibition, % at 12.5 µM;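 active = mean replicate inhibition of at least 70% and a set share of replicates each scoring 70 or more; inconclusive = meets just one of the two criteria; inactive = fails both criteria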;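 note: 0% = median of neutral control wells and 100% = median of positive control wells; values of inactives mirror those of a sister screen read the other way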
Wnt bcat act = Wnt/beta-catenin pathway activation | activation, % at 9.35 µM | Wnt/beta-catenin reporter cell assay, activator, plate reader | actives 1.2% (n = 300,000) | AID 743398; in the data active = activation above about 30%, passing the limit was not always enough; inconclusive = no clear call, values can overlap the other calls;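 note: 0% = neutral control wells and 100% = positive control wells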
NSD2 HMT inh = NSD2 (human) methyltransferase inhibition | actives 0.54% (n = 310,000) | inhibition, % at 12.5 µM | O96028 | NSD2 peptide methylation, AlphaScreen, 120 min; in the data active = inhibition above about 50%
dFosB activator = mouse delta FosB homodimer activation; P13346; purified delta FosB, TAMRA-CDK5 oligo fluorescence polarization; percent of positive-control signal above neutral wells; activation, % at 25 µM; actives 0.99% (n = 340,000); AID 493131;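 active = mean activation above about 17%, with every replicate also reaching it, limit read from the data, passing the limit was not always enough; inconclusive = only one of the two conditions met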;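 note: fluorescence polarization rise as delta FosB binds a TAMRA Cdk5 AP-1 oligo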
HTR5A inv ctr = counter-screen for OPRM1-OPRD1 inverse agonists: human HTR5A inverse agonism; inhibition, % at 9.3 µM; AID 504634; actives 0.083% (n = 340,000); HTR5A cell line, luminescence; P47898; in the data active = inhibition mostly above about 23%, no sharp cut-off; inactive = mostly below about 18%;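 note: 0% = cells with DMSO and 100% = no-cell wells with DMSO; some compounds called inactive have numbers as strong as hits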
MITF act = increases MITF-driven TRPM1 promoter luciferase signal; actives 0.75% (n = 300,000); SK-MEL-5 TRPM1-promoter luciferase, 24 h; % of positive control, neutral wells = 0; activation, % at 12.5 µM;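 active = mean activation of at least 80% with every replicate also reaching 80%; inconclusive = mean reaches 80% but some replicate falls short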;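 note: 0% = neutral control wells and 100% = parthenolide positive control wells; values of inactives mirror those of a sister screen read the other way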
PvdQ inh = blocks Pseudomonas aeruginosa PvdQ acylase activity | purified PvdQ acylase, fluorescence plate reader | inhibition, % at 10 µM | actives 0.063% (n = 340,000) | AID 488965; in the data active = inhibition above about 30%, passing the limit was not always enough; inconclusive = no clear call, values can overlap the other calls;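 note: 0% = vehicle neutral wells and 100% = reference inhibitor wells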
CDK5 inh = CDK5/p35 (human) kinase inhibition; Q00535+Q15078; AID 488839; Recombinant CDK5/p35, ADP-Glo luminescence, 60 min; actives 0.01% (n = 330,000); inhibition, % at 10 µM;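 active = highest replicate inhibition of at least 50% and at least 75% of replicates reaching 50%; inconclusive = only one of the two criteria met; inactive = both criteria failed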;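 note: plate controls were DMSO neutral control for no effect and GW8510 at 10 µM for full effect; many of its hits are not listed in these tables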
Target sequence (Q00535 whole entry, looked up): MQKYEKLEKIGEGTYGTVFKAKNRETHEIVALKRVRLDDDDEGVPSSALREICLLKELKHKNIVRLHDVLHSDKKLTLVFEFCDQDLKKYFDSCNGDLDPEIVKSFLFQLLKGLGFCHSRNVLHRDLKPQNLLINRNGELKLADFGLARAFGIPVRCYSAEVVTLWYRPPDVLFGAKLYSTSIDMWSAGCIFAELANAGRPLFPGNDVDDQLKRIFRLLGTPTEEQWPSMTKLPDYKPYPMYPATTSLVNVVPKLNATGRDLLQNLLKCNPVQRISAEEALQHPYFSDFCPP
Target sequence (Q15078 whole entry, looked up): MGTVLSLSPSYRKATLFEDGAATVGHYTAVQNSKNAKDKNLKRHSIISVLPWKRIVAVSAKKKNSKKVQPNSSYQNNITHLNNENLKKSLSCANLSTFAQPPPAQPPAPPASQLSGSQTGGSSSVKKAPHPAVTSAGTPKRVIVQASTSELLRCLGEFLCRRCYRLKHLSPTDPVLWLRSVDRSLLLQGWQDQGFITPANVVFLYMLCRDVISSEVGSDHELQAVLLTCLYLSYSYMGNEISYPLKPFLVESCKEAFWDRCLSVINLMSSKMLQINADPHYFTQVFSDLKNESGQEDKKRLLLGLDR
* = called active by the depositor; ? = inconclusive; nt = no result given.

SMILES	HTR5A ag ctr	V-ATPase pHluor	SR-BI HDL uptake	Wnt bcat act	NSD2 HMT inh	dFosB activator	HTR5A inv ctr	MITF act	PvdQ inh	CDK5 inh
CCOC(=O)N1C(=O)[C@](c2ccc(Cl)cc2)(C(C)C)N1C(=O)OCC	6	-3	-39	1	nt	-16	0	-38	-16	0.3
CC(=O)C1=C(C)NC(SCC(=O)c2cc(Cl)ccc2Cl)=C(C#N)C1c1ccco1 (centres undefined)	-1	0	22	-2	nt	-17	4	-8	9	3.4
O=C(N/N=C/c1ccccn1)c1cc(-c2cccc3ccccc23)n[nH]1	-1	1	36	1	1	-24	19	-2	-7	-0.8
NS(=O)(=O)c1ccc(NC(=S)NCCc2ccccc2)cc1	3	-2	8	-1	-1	-5	-3	-44	10	1.0
O=C(CSCc1ccc([N+](=O)[O-])cc1)N/N=C/c1cccnc1	-2	1	-21	-1	1	1	6	15	-10	-0.6
Cc1nc2ccc(S(=O)(=O)N(C)CC(=O)NC(C)c3ccccc3)cc2s1 (centres undefined)	-2	-1	-8	-1	1	-7	1	4	-13	-1.5
Cc1ccc(-c2nc(CS(=O)CC(=O)NCc3ccco3)c(C)o2)cc1 (centres undefined)	-2	0	-6	0	3	-5	3	6	-5	-0.5
Cc1cc(O)c(C(C)C)cc1NC(=O)Nc1ccc([N+](=O)[O-])cc1	1	-3	15	-2	3	-4	-3	13	19	-1.5
CN(Cc1ccc(Cl)c(Cl)c1)C(=O)C1CSC2(C)CCC(=O)N12 (centres undefined)	2	-2	-8	-2	-2	6	-2	23	-13	-1.0
COC(=O)CNC(=O)COC(=O)c1cc(Cl)cc(Cl)c1N	9	2	-6	-4	0	-13	-9	4	-2	-0.6
CC1Oc2ccccc2N(CC(=O)N2CCCC2)C1=O (centres undefined)	-2	14*	12	0	0	-8	7	-1	-18	1.1
CC(C)Nc1nc(NC2CCCC2)nc(N2CCOCC2)n1	7	3	26	-2	2	-3	-22	-15	11	-0.7
Nc1cc(N)nc(SCc2nnnn2-c2ccc(Cl)cc2)n1	3	-3	-7	nt	-2	-1	-11	8	-3	-0.6
O=C(NCc1cccnc1)C(=O)NCC1OCCCN1S(=O)(=O)c1ccc(F)cc1 (centres undefined)	-3	3	-11	-3	-2	1	5	1	7	-0.4
Cc1ccccc1CN(c1ccc(C(N)=O)cc1)S(C)(=O)=O	3	6	-5	nt	40	-4	-7	1	6	2.0
CSC(SC)=C(C(C)=O)C(=O)c1ccc(C)cc1	1	2	-25	4	1	-6	-15	2	-15	-1.4
NS(=O)(=O)c1ccc(CCNC(=O)C2CCCN(S(=O)(=O)c3cccnc3)C2)cc1 (centres undefined)	4	1	-17	-1	nt	1	-10	14	-14	1.2
CC(C)c1ccc(OCC(=O)Nc2c3c(nn2C(C)(C)C)CS(=O)(=O)C3)cc1	-3	-5	10	5	-3	-7	9	1	1	-0.1
CCOc1cc(NS(=O)(=O)c2ccc(OC)cc2)c(OCC)cc1NC(C)=O	1	5	-2	-2	0	-7	6	-4	-6	1.4
O=C1c2oc3ccc(Cl)cc3c(=O)c2C(c2ccco2)N1CCN1CCOCC1 (centres undefined)	3	1	-13	-3	nt	-8	-21	nt	-4	0.2
O=C(COC(=O)CCc1nc2ccccc2c(=O)[nH]1)NC1CCS(=O)(=O)C1 (centres undefined)	2	5	nt	-2	-6	-5	14	-1	-5	-0.1
Brc1cc2c(cc1-c1nc3ccccc3s1)OCO2	2	0	11	-1	-1	-7	9	26	-10	-0.5
CN(CC(=O)Nc1ccccc1C(F)(F)F)C(=O)C1=COCCO1	2	-2	-5	-1	-1	-3	-4	4	-21	2.1
O=C(NC1CC1)C1CCN(C2CCN(C(=O)Cc3ccc(F)cc3)CC2)CC1	1	-2	8	-6	-5	1	-2	1	4	0.5
COc1cc(SC)ccc1C(=O)OCC(=O)N1CCCC1	0	-2	nt	1	-4	-4	1	nt	-1	-0.7
O=C(c1ccc(Cl)c(S(=O)(=O)N2CCCC2)c1)N1CCN(c2ncccn2)CC1	20*	-1	-8	-1	-3	-2	-55	1	-8	-0.3
CCn1cc(C(=S)N2CCC(C(N)=O)CC2)c2ccccc21	-5	1	-4	-1	nt	-4	8	-8	-3	1.1
Cc1cccc(NC(=O)NCCN2CCN(c3ccccc3)CC2)c1C	0	6	-11	0	-3	-5	0	-1	3	0.6
CCn1c(=NC(=O)C2COc3ccccc3O2)sc2c(OC)ccc(OC)c21 (centres undefined)	3	-2	10	-3	-2	-16	-9	29	-6	0.6
C1CCN(c2nc3nonc3nc2N2CCCCC2)CC1	-2	3	-5	-3	5	-6	-16	-7	-8	0.1
CCN=C1SC(C(N)=O)CC(=O)N1CC (centres undefined)	2	-1	-3	-12	4	-6	-1	0	-1	-2.5
CCCOc1ccc(/C(O)=C2/C(=O)C(=O)N(CCN3CCOCC3)C2c2ccccc2)cc1 (centres undefined)	7	0	nt	-2	nt	-7	-12	-5	-15	0.1
CC(C)(O)C#Cc1ccc(CN2CCN(C3CCCCC3)C(CCO)C2)s1 (centres undefined)	-5	-1	-3	-1	nt	5	11	5	-2	0.2
O=S1(=O)C=CC(c2ccccc2)C1 (centres undefined)	3	-1	3	2	-2	-2	-1	nt	-13	-2.5
CCN1C(=O)N[C@@H](c2ccccc2)[C@@H](C(=O)OC)[C@H]1C	3	5	-15	-3	nt	5	2	2	-5	-0.1
O=C(c1cccs1)N1CCN=C1SCc1cccc(F)c1	-1	3	-17	1	-1	-9	4	0	-22	0.2
O=C(CSCSCC(=O)NCC1CCCO1)NCC1CCCO1 (centres undefined)	0	0	2	0	-3	3	16	0	-1	1.1
Cc1ccc2c(c1)C(=O)C(=O)N2c1ccc(C(F)(F)F)cc1	4	0	-6	-1	nt	-6	-15	11	-6	0.6
Cn1c(CCC(=O)OCC(=O)NCC(F)(F)F)nc(=O)c2ccccc21	4	1	-13	-1	4	6	24	1	8	-1.6
COc1cc(SC)ccc1C(=O)N1CCN(c2ccc(O)cc2)CC1	-2	1	-18	-1	1	-8	11	-18	3	-0.2
CC(CN1C(C)CCCC1C)OC(=O)c1ccc(F)cc1 (centres undefined)	1	-3	8	-2	-1	3	-5	-1	11	1.0
COc1ccc(C(=O)N2CCCC(Nc3ccc(C)c(C)c3)C2)cc1 (centres undefined)	1	1	-11	2	2	-8	-2	-5	-10	0.4
O=S(=O)(c1ccc(Cl)cc1)N1CCSC1c1ccco1 (centres undefined)	-5	-2	23	nt	0	-5	16	nt	-10	-0.9
CCCCN(C(=O)c1ccc([N+](=O)[O-])s1)c1c(N)n(CC(C)C)c(=O)[nH]c1=O	0	1	-8	1	2	5	-9	-3	-18	0.4
CCOC(=O)c1c(CSc2ccccc2)oc2ccc(O)cc12	6	4	41	-3	-2	-15	-17	1	-6	-5.2
C=CCn1c(COc2ccccc2F)nnc1SCC(=O)Nc1cc2oc3ccccc3c2cc1OC	7	4	53	nt	-2	-4	-17	3	8	0.3
COc1cc(NC(=O)CSc2nc3ccccc3cc2C)c(C(=O)O)cc1OC	-1	2	-5	nt	0	-10	5	-4	-17	-1.7
O=C(COc1ccccc1F)N/N=C1\CCCc2ccccc21	11	4	2	33*	-3	3	-60	71	-6	-1.8
CCN(CC)c1ccc(N=Cc2cc(Br)ccc2O)cc1	2	3	16	0	-2	-11	-7	-18	4	0.5
C=CCn1cc(C(=O)NCCN(CC)CC)c(=O)c2cc(S(=O)(=O)N3CCCCCC3)ccc21	-2	-1	-7	-1	14	-5	-1	11	-5	-0.5
Next compounds follow.
SMILES	HTR5A ag ctr	V-ATPase pHluor	SR-BI HDL uptake	Wnt bcat act	NSD2 HMT inh	dFosB activator	HTR5A inv ctr	MITF act	PvdQ inh	CDK5 inh
O=C(CSc1nc2ccccc2c(=O)n1-c1ccc(F)cc1F)Nc1ccc(N2CCOCC2)cc1	6	5	21	-1	2	-5	-24	-3	2	1.4
CCOC(=O)c1c(NC(=O)C2=COCCO2)sc2c1CCN(C(=O)OC)C2	6	-3	59	-5	-1	6	-11	10	-5	-1.2
OC(CC#CCN1CCCC1)(c1ccccc1)c1ccccc1	-1	0	nt	1	8	-6	1	nt	-9	1.1
CC(=O)Nc1nc(-c2cc([N+](=O)[O-])cs2)cs1	-1	-1	14	1	0	29*	1	1	5	-0.7
CCCOc1ccc(Cc2nn3c(=O)/c(=C/c4ccco4)sc3nc2=O)cc1	-2	-13	-4	3	9	-6	-21	nt	-17	-4.0
O=C(Nc1ccc(NC(=O)c2cccs2)cc1)c1ccc2c(c1)OCO2	-5	8	33	3	nt	?	14	-8	-7	-0.3
Cc1ccc([C@@H]2CC=C(C(=O)O)[C@H](c3cccc(Cl)c3)N2S(=O)(=O)c2ccc(C)cc2)cc1	0	-4	-8	0	nt	-4	-8	3	-10	-1.3
C=CCn1c(C)nnc1SCC(=O)Nc1nc(C)c(C(=O)N(C)C)s1	11	-1	3	-2	-4	-7	13	-6	-5	1.3
CCOc1ccc(NC(=O)CN(C)C(=O)CCSc2ccc(F)cc2)cc1OCC	5	-2	40	-7	0	-2	13	1	-9	-0.7
CCO[C@H]1OC(C(=O)NC2CC2)=C[C@@H](c2csc3ccccc23)[C@@H]1CCCO	5	-1	-23	23	nt	-3	-12	-11	-11	1.2
Cc1cc(NC(=O)CSc2nc(=O)n3cccc(C)c3n2)no1	6	7	-3	1	0	6	-14	1	-10	-0.5
CC1(NC(=O)c2cccc(S(=O)(=O)N3CCCc4ccccc43)c2)CCS(=O)(=O)C1 (centres undefined)	5	3	-23	6	1	-10	-13	8	-9	1.6
Cc1ccc(Nc2cc(-n3nc(C)cc3C)ncn2)cc1	-1	nt	21	nt	-4	1	-8	nt	5	1.6
O=C(NC(=S)N1CCN(c2ccccc2)CC1)c1ccc(S(=O)(=O)N2CCOCC2)cc1	3	3	nt	0	1	-10	4	11	-7	-2.4
Cc1c(Cl)cccc1NC(=S)N(Cc1ccccc1)Cc1cccnc1	5	3	-21	0	nt	-13	-14	-7	1	2.4
COc1cccc(NC(=O)c2ccc(CN3CCc4ccccc4C3)cc2)c1	4	1	17	2	-2	2	-14	2	1	0.5
COc1ccc(OCCn2ccnc2)cc1	3	4	0	1	-1	3	-12	-4	-13	-0.9
CC[C@@H]1CCCCc2ccccc2[C@@H](C(=O)C[C@H](O)CC(C)=O)OC1=O	7	-1	-13	-1	nt	-10	-25	0	-22	-0.7
N#Cc1cc2cc3c(cc2nc1SCC(=O)N1CCOCC1)OCO3	0	-2	nt	?	-3	-4	-1	nt	-5	-1.9
CC1CC(C)CN(C(=O)Cn2c(=O)n(CCCCC(=O)NC3CCCC3)c(=O)c3ccccc32)C1 (centres undefined)	1	-2	11	-1	-1	-6	-14	-4	0	0.0
COC(=O)c1ccc(COc2cc(O)c3c(c2)OC(C)(C)CC3=O)cc1	2	-3	31	-1	0	0	-5	32	6	-0.3

Compound activity deposited in PubChem by several laboratories.
